HCMV antiviral: human cytomegalovirus inhibition | 4.5% of 410,000 active | activity change, negative = inhibition, % at 57.5 µM | HFF cells, HCMV-luciferase reporter, 72 h; stronger effect = lower value; in the data active = activity change below about -60%; inconclusive = no clear call, values can overlap the other calls; inactive = above about -39%
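After 16 h attachment at 37C, HFF cells received test compound and HCMV-luciferase (1 PFU/cell); reporter luminescence read 72 h later, data normalized against buffer-only and known inhibitor Salinomycin.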
AmpC inh detg: blocks E. coli AmpC beta-lactamase in detergent assay | P00811 | Potency, µM (doses to about 114 µM), inactives show top-dose activity change, negative = inhibition, usual class: inhibitors | AmpC hydrolysis of nitrocefin, absorbance 480 nm, 0.01% Triton | AID 485294 | 0.041% of 370,000 active;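 note: potency is the fitted concentration of half-maximal effect; 0% = no-compound wells and -100% = no-enzyme wells; nearly all actives have a fitted effect of over 25% in size; some results filed as inactive show a strong effect at the top dose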
Target sequence (P00811 whole entry, looked up): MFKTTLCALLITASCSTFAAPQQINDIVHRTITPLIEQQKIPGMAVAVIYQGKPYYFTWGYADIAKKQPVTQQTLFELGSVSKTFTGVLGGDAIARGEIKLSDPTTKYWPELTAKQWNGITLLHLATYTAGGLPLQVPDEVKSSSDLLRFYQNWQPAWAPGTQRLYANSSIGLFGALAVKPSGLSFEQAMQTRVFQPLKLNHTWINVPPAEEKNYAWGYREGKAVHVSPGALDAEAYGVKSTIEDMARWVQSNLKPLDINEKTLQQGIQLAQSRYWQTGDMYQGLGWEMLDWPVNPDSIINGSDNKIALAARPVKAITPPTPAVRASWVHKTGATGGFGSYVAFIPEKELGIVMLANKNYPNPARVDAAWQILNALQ
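20 mM phosphate pH 7.0 + 0.01% (detergent screen) or 0.0001% Triton X-100; 5.3 nM AmpC reagent; cpd preinc 15 min RT; nitrocefin (800 uM stock) to start; A480 q20 s × 4 min; Activity was normalised to no-enzyme and no-compound control wells.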
Sm TGR block: inhibitors of Schistosoma mansoni thioredoxin glutathione reductase. 3% of 360,000 active. Q962Y6. purified TGR, DTNB reduction, TNB absorbance 405 nm. AID 485364. Potency, µM (doses to about 114 µM), for the others: at the highest dose activity change, negative = inhibition, most hits filed as inhibitors; note: potency is the fitted concentration of half-maximal effect; nearly all actives have a fitted effect of over 60% in size
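Kinetic colorimetric format: TGR-catalysed, NADPH-driven DTNB reduction monitored via TNB absorbance. Enzyme dispensed at 20 nM; compound exposure 15 min at room temperature before reaction start.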
AmpC inh no detg: AmpC beta-lactamase inhibition without detergent; P00811; AmpC nitrocefin hydrolysis, absorbance 480 nm, 0.0001% Triton; 0.52% of 330,000 active; Potency, µM (series often up to 57.1 µM), for inactives: at the top dose activity change, negative = inhibition, actives largely listed as inhibitors;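 note: potency is the fitted concentration of half-maximal effect; plate controls were no compound for no effect and no enzyme for full effect; nearly all actives have a fitted effect of over 20% in size; some results filed as inactive show a strong effect at the top dose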
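20 mM phosphate pH 7.0 + 0.01% (detergent screen) or 0.0001% Triton X-100; 5.3 nM AmpC reagent; cpd preinc 15 min RT; nitrocefin (800 uM stock) to start; A480 q20 s × 4 min; Activity was normalised to no-enzyme and no-compound control wells.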
FBPA Giardia inh: inhibitors of Giardia lamblia fructose-1,6-bisphosphate aldolase; purified Giardia FBPA; 0.71% of 290,000 active; A8B2U2; Potency, µM (titrated, usually from 59.6 µM), for inactives: at the top dose activity, negative = inhibition, usual class: inhibitors; note: potency is the fitted concentration of half-maximal effect; nearly all actives have a fitted effect of over 55% in size
Target sequence (A8B2U2 whole entry, looked up): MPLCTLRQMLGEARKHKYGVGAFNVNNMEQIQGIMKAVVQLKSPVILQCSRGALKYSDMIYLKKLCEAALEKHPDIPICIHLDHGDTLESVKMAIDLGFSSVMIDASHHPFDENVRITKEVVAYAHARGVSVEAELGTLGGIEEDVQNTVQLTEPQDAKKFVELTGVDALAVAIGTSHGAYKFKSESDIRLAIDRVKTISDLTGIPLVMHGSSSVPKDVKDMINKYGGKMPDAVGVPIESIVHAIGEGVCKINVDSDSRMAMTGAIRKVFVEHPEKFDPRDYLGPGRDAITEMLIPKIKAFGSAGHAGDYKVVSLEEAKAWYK
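Giardia FBPA (40 nM reagent) was preincubated 10 min at RT with compound (up to 57.5 uM final), then substrate plus GAPDH/TPI/NAD/arsenate coupling system with diaphorase/resazurin was added; resorufin fluorescence (525/598 nm) was read after 20 min.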
AMA1-RON2 inh: disrupts binding of P. falciparum AMA1 to RON2; AlphaScreen AMA1-biotinylated RON2 peptide binding; 0.2% of 360,000 active; Potency, µM (top dose mostly 58.2 µM), inactives show at the top dose activity change, negative = inhibition, actives largely listed as inhibitors;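 note: potency is the fitted concentration of half-maximal effect; 0% = vehicle wells and -100% = peptide control; nearly all actives have a fitted effect of over 45% in size; some results filed as inactive show a strong effect at the top dose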
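AMA1 (3D7) with his tag at 25 nM final met compounds first, then biotinylated RON2 peptide at 25 nM; detection used donor plus acceptor beads, 10 µg/mL apiece, read by AlphaScreen after 30 min at room temperature.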
The depositor's hits bear a star; u = inconclusive; x = not tested or not shown; & = joins results of further samples; [ ] = dose if it differs, or a comment. Unless noted, calls come from the whole dose curve; as a rule, active = well fitted curve in the direction sought with a large enough effect; inconclusive = small, poorly fitted or top-dose-only effect, or another doubt; inactive = no such curve, though single readings can be large; an effect the other way counts as inactive or inconclusive. Unless noted, % is set by controls: 0 for no effect and ±100 for the full control effect.

SMILES	HCMV antiviral	AmpC inh detg	Sm TGR block	AmpC inh no detg	FBPA Giardia inh	AMA1-RON2 inh
Nc1c(C(O)(C(F)(F)F)C(F)(F)F)cc(C(O)(C(F)(F)F)C(F)(F)F)c2ccccc12	x	u	-23%	-8%	-16%	62%[activator]
FC(F)(F)c1cnc2c(-c3ccccc3)n[nH]c2c1	-10	2%	-8%	-31%	-1%	24%
CCOC(=O)c1cn(Cc2cccc(Cl)c2)c2cc(C)nn2c1=O	23	1%	9%	-9%	9%	2%
NC(=O)c1cccc(C(N)=O)n1	-38	-8%	-3%	-11%	4%	-9%
Cn1c(=O)c2c(nc(CN3CCN(C(=O)c4ccco4)CC3)n2CC(N)=O)n(C)c1=O	-29	7%	u	-27%	x	12%
CC(=O)c1c(Nc2cccc(F)c2)oc(C)cc1=O	-27	3%	7%	-25%	-10%	3%
Cc1c(/C=N\NC(=O)c2csc3ccccc23)cnn1C	15	u	11%	1%	-4%	14%
O=C1CCN(Cc2ccccc2)N1	-2	3%	-11%	-4%	3%	-9%
O=S(=O)(c1ccc2c(c1)oc1ccccc12)N1CCOCC1	3	-1%	7%	-9%	0%	-5%
CC(C)NC(=O)c1ccc2c3n(nc2c1)-c1ccccc1CO3	u	-8%	6%	-12%	6%	-5%
Cc1ccc(OCCn2nnc3sc4c(c3c2=O)CCC(C(C)(C)C)C4)cc1 (centres undefined)	-1	4%	0%	x	x	x
CCC(C(=O)Nc1cc(C)ccc1C)n1c(=O)c(C(F)(F)F)nc2ccccc21 (centres undefined)	-2	-1%	-5%	x	x	x
CCCc1cc(=O)[nH]c(SCC(=O)c2ccc(S(=O)(=O)N3CCCC3)cc2)n1	-27	-11%	0%	-22%	-27%	28%
Cc1ccccc1NC(=O)CC1S/C(=N/c2nccs2)N(C)C1=O (centres undefined)	-27	-13%	u	-11%	-1%	-16%
COC(=O)c1ccc(NC(=O)c2cccc(NC(=O)c3ccccc3)c2)cc1	51	u	-1%	-47%	1%	-19%
O=C(COC(=O)C1=COCCO1)NC1CCCCC1	-10	2%	-9%	-6%	x	0%
COc1ccc2oc(C(=O)OCC(=O)Nc3cccc(S(=O)(=O)N4CCOCC4)c3)c(C)c2c1	-2	-5%	-3%	17%	x	-6%
Fc1ccc(-c2cc(-c3ccccc3)nc(-n3cccn3)n2)cc1	-61*	0%	-2%	18%	3%	-16%
CCc1nnc(NC(=O)Cc2ccc(OC)cc2)s1	10	-3%	2%	-20%	3%	-3%
NC(=O)c1cc2cc(Cl)ccc2oc1=Nc1cccc(C(F)(F)F)c1	-11	-4%	-2%	-1%	1%	0%
CCC(C)(C)N1CC(=O)N(Cc2ccccc2)C(c2ccc(OC)cc2)C1=O (centres undefined)	-24	-3%	7%	23%	2%	7%
COC(=O)[C@@]1(Cc2ccc(F)cc2)[C@H]2c3cc(C(=O)N(C)C)n(C)c3C[C@H]2CN1C(=O)c1ccccc1	u	x	x	x	-11%	-8%
CCOc1cc(CO)c(Br)cc1OCC(=O)O	-13	-5%	-27%	-17%	20%	-2%
CCOc1ccc(CNC(=O)c2cccc(NC(=O)N3CCSc4ncccc43)c2)cc1OC	u	24%	1%	x	x	x
COc1ccc(C(CNC(=O)c2ccc3c(c2)C(=O)N(CCC(C)C)C3=O)N2CCOCC2)cc1 (centres undefined)	28	-14%	2%	163%[activator]	7%	23%
Cc1nc(Nc2ccccc2)sc1C(=O)Nc1ccccc1	17	-10%	-1%	u	-4%	-3%
COc1ccc(S(=O)(=O)NCC(c2ccco2)S(=O)(=O)c2cccs2)cc1C (centres undefined)	u	3%	0.1µM*	x	x	x
O=C(NC(=S)NC1CCCc2ccccc21)c1ccc(F)cc1 (centres undefined)	-6	-11%	18µM*	-49%	-11%	26%
Cc1ccc(CCN2CC(C(=O)NCCCN3CCCCCC3)CC2=O)cc1 (centres undefined)	10	-12%	-20%	119%[activator]	-4%	-5%
Cc1ccc(-n2nc(C)c3c2NC(=O)CSC3c2ccc(O)cc2)cc1Cl (centres undefined)	-2	7%	-11%	x	x	x
CCOc1ccc(N2CC(=O)N(c3ccc(OCC)cc3)CC2=O)cc1	10	-9%	-14%	-15%	0%	-5%
CCOc1ccc(CN(C)C(=O)c2ccc(NS(=O)(=O)c3ccc4[nH]c(=O)[nH]c4c3)cc2)cc1	-20	-1%	5%	-16%	x	-13%
COc1ccc(N2CCN(C(=O)c3ccc(-n4nc(C)cc4C)cc3)CC2)cc1	35	u	0%	86%[activator]	-1%	-10%
CCN(C(=O)Cn1c(=O)oc2ccccc21)C1CCS(=O)(=O)C1 (centres undefined)	135	-9%	-21%	-7%	2%	6%
Cc1nc(SCC(=O)O)c2oc3ccccc3c2n1	14	u	-19%	-3%	23%	-10%
O=C(NCC1CCCN1S(=O)(=O)c1cccs1)c1ccc([N+](=O)[O-])cc1 (centres undefined)	-30	u	1%	u	x	-13%
O=C(Nc1cccc(S(=O)(=O)N2CCOCC2)c1)c1ccc2ccccc2n1	20	3%	10%	50%	-14%	-4%
COc1ccc(-c2cc(-c3ccccc3O)[nH]n2)cc1	76	-1%	10%	-12%	-9%	-2%
C/C(CC(=O)NCc1ccccc1Cl)=N/NC(=O)c1ccccn1	-2	-15%	-20%	-27%	12%	84%[activator]
Cn1c(=O)n(C)c2cc(N3CCOCC3)c(NS(=O)(=O)c3ccc(Cl)cc3)cc21	23	2%	u	x	x	x
COc1ccccc1NC(=O)c1nnn(CC(=O)Nc2ccccc2)c1N	-9	-5%	-3%	-13%	1%	-9%
N/C(=N\OC(=O)c1cc(Cl)ccc1Cl)c1ccncc1	112	-1%	-5%	-26%	6%	5%
COc1ccc(C(=O)NCCc2c[nH]c3ccccc23)cc1[N+](=O)[O-]	44	-13%	-3%	-29%	1%	-15%
O=C(CCn1cnc2ccccc2c1=O)Nc1cccc(Cl)c1Cl	-37	0%	x	3%	-1%	-8%
O=C(O)c1cccc(-n2nnnc2SCc2ccccc2Cl)c1	0	6%	10%	-18%	u	3%
COc1ccc(C(=O)COC(=O)CN2C(=O)C3C4CCC(C4)C3C2=O)cc1 (centres undefined)	-36	-6%	7%	3%	0%	15%
COc1ccc(S(=O)(=O)N(CCc2ccccc2)CC(=O)O)cc1C	x	0%	6%	-9%	u	2%
CSCCC(NC(=O)c1ccccc1)C(=O)NCCCSc1ccccc1 (centres undefined)	-3	5%	0%	-21%	x	-3%
O=C(NCc1ccc(Cl)cc1)C1CCCN(c2ncnc3onc(-c4ccc(F)cc4)c23)C1 (centres undefined)	8	1%	6%	x	x	x
Cc1ncoc1C(=O)N1CCCC(C(=O)c2ccc(-c3ccccc3)cc2)C1 (centres undefined)	u	-3%	0%	141%[activator]	0%	-9%
CN(C)C(CNC(=O)CCNS(=O)(=O)c1ccccc1C(F)(F)F)c1ccccc1 (centres undefined)	-1	3%	-1%	-4%	x	4%
O=C(N/N=C/c1cccn1-c1cccc(C(=O)O)c1)Nc1ccccc1	17	-5%	-4%	-3%	7%	8%
CCCCCC1CCC(c2ccc(/C(N)=N/O)cc2)CC1 (centres undefined)	16	9%	11%	52%	1%	-5%
Cc1ccc(Cn2cc(/C=C(/C#N)C(=O)Nc3cccc(Cl)c3)c3ccccc32)cc1	-21	-4%	2%	x	x	x
COc1ccc(OC)c(S(=O)(=O)Nc2ccc3c(c2)n(C)c(=O)n3C)c1	75&27	0%&1%	0%&-1%	10%	-10%	2%
COc1ccc2cc(CN(Cc3ccco3)C(c3nnnn3C3CCCCC3)C(C)C)c(=O)[nH]c2c1 (centres undefined)	-24	u	u	-21%	-1%	0%
Cc1cccc(N2CC(C)Cn3c2nc2c3c(=O)[nH]c(=O)n2C)c1 (centres undefined)	11	-1%	-12%	4%	-1%	-2%
CCc1ccc(/C=N/n2c(C)cc(C)c(C#N)c2=O)cc1	-9	7%	5%	6%	-9%	-10%
CC(=O)c1ccccc1NC(=O)c1ccc(N2CCCC2=O)cc1	-9	-8%	-11%	-11%	x	0%
C=CCNc1ncnc2c1cnn2-c1cccc(C)c1	100	u	-2%	-6%	-19%	10%
Continued.
SMILES	HCMV antiviral	AmpC inh detg	Sm TGR block	AmpC inh no detg	FBPA Giardia inh	AMA1-RON2 inh
CCCNC(=O)CCC(=O)N1Cc2cccc(OC)c2Oc2ncccc21	-4	1%	7%	x	x	x
C=C(C)c1cccc(C(C)(C)NC(=O)Nc2ccc(C(N)=O)cc2)c1	-67*	1%	x	-59%	-2%	-4%
CC(=O)Nc1cc[n+](CC(=O)c2ccc(Cl)cc2)cc1	-19	-1%	2%	-1%	5%	-1%
CCCOc1ccc(CSc2nnc(CCC)n2N)cc1	-1	-1%	10%	-5%	6%	3%
O=[N+]([O-])c1ccc(S(=O)(=O)N2CCSC2c2ccco2)cc1 (centres undefined)	-18	-3%	0%	-30%	-23%	u
CCc1ccccc1NC(=O)CN(C)C(=O)CSc1nn(-c2ccc(F)cc2)c(=S)s1	10	-5%	4%	18%	3%	13%

Reprinted at random: 6 entries already listed, in no set order.
SMILES	HCMV antiviral	AmpC inh detg	Sm TGR block	AmpC inh no detg	FBPA Giardia inh	AMA1-RON2 inh
C=C(C)c1cccc(C(C)(C)NC(=O)Nc2ccc(C(N)=O)cc2)c1	-67*	1%	x	-59%	-2%	-4%
CC(=O)Nc1cc[n+](CC(=O)c2ccc(Cl)cc2)cc1	-19	-1%	2%	-1%	5%	-1%
CCCNC(=O)CCC(=O)N1Cc2cccc(OC)c2Oc2ncccc21	-4	1%	7%	x	x	x
CCc1ccccc1NC(=O)CN(C)C(=O)CSc1nn(-c2ccc(F)cc2)c(=S)s1	10	-5%	4%	18%	3%	13%
CCCOc1ccc(CSc2nnc(CCC)n2N)cc1	-1	-1%	10%	-5%	6%	3%
O=[N+]([O-])c1ccc(S(=O)(=O)N2CCSC2c2ccco2)cc1 (centres undefined)	-18	-3%	0%	-30%	-23%	u

Single records, as listed above. Values in the order: HCMV antiviral | AmpC inh detg | Sm TGR block | AmpC inh no detg | FBPA Giardia inh | AMA1-RON2 inh
CCCOc1ccc(CSc2nnc(CCC)n2N)cc1 reads -1 | -1% | 10% | -5% | 6% | 3%
CCCNC(=O)CCC(=O)N1Cc2cccc(OC)c2Oc2ncccc21 reads -4 | 1% | 7% | x | x | x
CCc1ccccc1NC(=O)CN(C)C(=O)CSc1nn(-c2ccc(F)cc2)c(=S)s1 reads 10 | -5% | 4% | 18% | 3% | 13%
CC(=O)Nc1cc[n+](CC(=O)c2ccc(Cl)cc2)cc1 reads -19 | -1% | 2% | -1% | 5% | -1%
